# EBI2 antag = antagonists of human EBI2 receptor; inhibition, % at 5 µM; EBI2 beta-arrestin recruitment, luminescence, 7a,25-OHC stimulated; 360,000 compounds, 0.81% hits; P32249; in the data active means inhibition above about 38%;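 further: enzyme fragment complementation signal reports receptor beta-arrestin coupling in cells; 0% = agonist plus DMSO wells and 100% = wells without agonist; some results beyond the cut were filed as inactive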
# Target sequence (P32249 whole entry, looked up, the tested form may be a part): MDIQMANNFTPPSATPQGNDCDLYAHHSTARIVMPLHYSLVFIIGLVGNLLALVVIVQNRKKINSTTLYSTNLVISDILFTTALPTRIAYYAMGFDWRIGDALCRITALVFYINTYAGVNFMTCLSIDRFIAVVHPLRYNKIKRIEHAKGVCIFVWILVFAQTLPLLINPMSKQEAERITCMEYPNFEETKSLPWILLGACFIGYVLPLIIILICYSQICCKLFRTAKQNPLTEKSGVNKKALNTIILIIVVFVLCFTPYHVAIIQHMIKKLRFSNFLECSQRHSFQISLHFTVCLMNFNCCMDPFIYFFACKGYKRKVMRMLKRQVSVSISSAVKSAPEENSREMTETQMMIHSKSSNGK
# Jurkat NFkB inh = inhibitors of the PMA/ionomycin-induced NF-kB reporter in Jurkat cells; inhibition, % at 4 µM; PMA/ionomycin-induced NF-kB luciferase reporter, luminescence; 330,000 compounds, 0.53% hits; AID 435003; in the data active means inhibition above about 50%
# Mdm2 MdmX PPI = inhibitors of human Mdm2/MdmX interaction; SaOS-2 split-luciferase Mdm2/MdmX complementation, luminescence; inhibition, % at 8 µM; O15151+Q00987; 330,000 compounds, 3% hits;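 active means inhibition of at least 50% at 8 µM in the primary screen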
# CXCR6 inh = blocks human CXCR6 beta-arrestin recruitment; O00574; CHO-K1 PathHunter CXCR6 beta-arrestin, luminescence; inhibition, % at 20 µM; 360,000 compounds, 0.36% hits; in the data active means inhibition above about 34%, passing the limit was not always enough;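 further: antagonist mode with CXCL16 agonist at 10 nM final; 0% = 10 nM CXCL16 with DMSO and 100% = unstimulated wells without agonist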
# Target sequence (O00574 whole entry, looked up): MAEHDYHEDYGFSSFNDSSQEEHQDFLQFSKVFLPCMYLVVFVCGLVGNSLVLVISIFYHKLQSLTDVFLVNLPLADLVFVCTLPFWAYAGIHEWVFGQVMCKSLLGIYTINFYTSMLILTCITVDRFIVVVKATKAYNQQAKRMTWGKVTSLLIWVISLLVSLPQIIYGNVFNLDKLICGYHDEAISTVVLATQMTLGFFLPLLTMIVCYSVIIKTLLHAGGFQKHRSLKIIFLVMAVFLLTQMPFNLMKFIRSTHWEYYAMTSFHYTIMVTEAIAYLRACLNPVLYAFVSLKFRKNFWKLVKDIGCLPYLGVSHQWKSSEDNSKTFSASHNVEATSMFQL
# CCR6 antagonist = CCR6 (human) receptor antagonism; P51684; CHO-K1 CCR6 PathHunter beta-arrestin, luminescence, CCL20-stimulated; inhibition, % at 20 µM; 340,000 compounds, 0.49% hits;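 active means compounds whose inhibition of the agonist-driven luminescence signal at 20 µM reaches about 50%, limit read from the data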;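 further: cells stimulated with CCL20 at 14 nM final; plate controls were DMSO with CCL20 for no effect and DMSO without agonist for full effect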
# Target sequence (P51684 whole entry, looked up): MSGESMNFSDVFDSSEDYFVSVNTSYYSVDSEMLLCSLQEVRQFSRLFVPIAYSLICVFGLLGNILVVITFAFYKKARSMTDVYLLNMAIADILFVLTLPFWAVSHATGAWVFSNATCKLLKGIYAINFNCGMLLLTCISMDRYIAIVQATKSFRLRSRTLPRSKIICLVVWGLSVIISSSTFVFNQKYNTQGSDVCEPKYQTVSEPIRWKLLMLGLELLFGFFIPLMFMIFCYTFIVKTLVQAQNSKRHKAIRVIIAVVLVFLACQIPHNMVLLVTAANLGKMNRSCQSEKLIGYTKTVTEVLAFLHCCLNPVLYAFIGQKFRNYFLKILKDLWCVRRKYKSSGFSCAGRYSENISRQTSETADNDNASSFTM
# Gli-Sufu antag = Gli-Sufu pathway antagonism. inhibition, % at 5 µM. Sufu-KO-LIGHT fibroblasts, Gli luciferase reporter luminescence. 340,000 compounds, 0.74% hits. AID 588413;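 active means inhibition above about 55%, limit read from the data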;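 further: 0% = DMSO-treated cells and 100% = wells with medium but no cells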
# 697 NFkB inh = inhibitors of the PMA/ionomycin-induced NF-kB reporter in 697 B cells; inhibition, % at 4 µM; AID 435022; 330,000 compounds, 0.33% hits; 697 B-cell NF-kB luciferase reporter, 16 h; in the data active means inhibition above about 35%
# XBP1 UPR activ = activators of adaptive arm of unfolded protein response (XBP1); CHO-XBP1 luciferase reporter, IRE1-XBP1 UPR activation, luminescence; percent of tunicamycin response, DMSO as zero; activation, % at 20 µM; 330,000 compounds, 0.33% hits; AID 463104;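 active means versus positive control, 20 µM dose yields 30% or more activation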;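 further: 100% = tunicamycin at 10 µg/mL and 0% = DMSO only wells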
#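 Material: CHO cell line with stable XBP1 luciferase reporter; schedule: 16-18 h cell attachment at 37 °C, then 6 h compound exposure; signal: glow luminescence from Steady-Glo reagent; medium: serum-containing F12 medium, 10% FBS; benchmarks: tunicamycin 10 µg/mL and vehicle-only wells; read-out: percent activation relative to tunicamycin reference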
# CHOP UPR activ = apoptotic UPR (CHOP) activation. CHO-CHOP luciferase reporter, luminescence; percent of tunicamycin response over DMSO baseline. activation, % at 10 µM. 330,000 compounds, 0.34% hits. AID 449763;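 active means at 10 µM dose, activation of 40% or more, normalized to positive control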;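 further: 100% = tunicamycin at 10 µg/mL and 0% = DMSO alone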
#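 Material: CHO-CHOP cells, stable luciferase reporter of PERK-eIF2a-CHOP signalling; quantity: 500 reporter cells seeded per well; buffer or medium: F12 medium containing 10% fetal bovine serum; compound: one dose, 10 µM in 0.5% DMSO; incubation: 6 h compound treatment, 37 °C; measured by: Steady-Glo luciferase luminescence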
# * marks the source's active call; other numbers are inactive results; x = no result given; & = joins results of further samples.
# The first 2 records (preview)
SMILES,EBI2 antag,Jurkat NFkB inh,Mdm2 MdmX PPI,CXCR6 inh,CCR6 antagonist,Gli-Sufu antag,697 NFkB inh,XBP1 UPR activ,CHOP UPR activ
O=C(c1cc(-n2cnnc2)ccc1Cl)N1CCN(c2nc(-c3ccccc3)cs2)CC1,36,19,19,-2,8,17,-6,-6,5.0
O=C(N/C(=C\c1ccccc1)C(=O)N1CCCCC1)c1ccc(Br)o1,1,1,20,3,4,-10,-6,-4,-1.9

# Main list, from the start:
SMILES,EBI2 antag,Jurkat NFkB inh,Mdm2 MdmX PPI,CXCR6 inh,CCR6 antagonist,Gli-Sufu antag,697 NFkB inh,XBP1 UPR activ,CHOP UPR activ
O=C(c1cc(-n2cnnc2)ccc1Cl)N1CCN(c2nc(-c3ccccc3)cs2)CC1,36,19,19,-2,8,17,-6,-6,5.0
O=C(N/C(=C\c1ccccc1)C(=O)N1CCCCC1)c1ccc(Br)o1,1,1,20,3,4,-10,-6,-4,-1.9
Cc1ccc(N(CC(=O)NCC2CCCO2)C(=O)CCC(=O)Nc2ccccn2)cc1C (stereo unspecified),-6,-10,-28,5,11,-4,-11,2,-0.3
Cc1cc(CN2CCN(CC(=O)Nc3cc(Cl)ccc3-n3cncn3)CC2)no1,0,-7,-6,-1,6,-6,-10,-2,0.5
O=C1CC(c2ccccc2)NN1 (stereo unspecified),-4,0,-4,-1,-9,-1,24,-1,-0.3
COc1ccc2c(CCNC(=O)CN3C(=O)c4ccccc4C3=O)c[nH]c2c1,-1,6,-4,0,-2,3,17,0,1.1
CC1CCCCN1C(=O)c1ccc(NC(=O)c2ccccc2Cl)cc1 (stereo unspecified),9,0,24,0,-4,-5,6,1,1.0
COc1ccc(C(=O)C2CC2)cc1,-4,x,x,0,8,-7,x,x,x
CC(=O)c1cccc(NC(=O)CCc2nnc3ccc(N4CCOCC4)nn23)c1,-6,14,9,4,6,-3,6,-2,-1.9
Nc1nonc1C(=O)NCCNC(=O)c1ccc(Cl)cc1,-9,19,-6,-9,8,-31,4,3,1.7
CN(Cc1ccccc1)C(=O)Nc1ccc(Cl)cc1,8,-12,13,-2,8,-8,-9,3,3.9
CCOC(=O)C1=C(C)N(C[C@@H]2CC[C@@H](Cc3ccc(-c4ccccc4)cc3)O2)C(=O)NC1c1ccc(SCc2ccco2)c([N+](=O)[O-])c1 (stereo partly specified),18,x,3,11,33,-19,-7,2,1.9
COc1ccc(-c2nc3ccc([N+](=O)[O-])cc3o2)cc1,-14,-115,-28,-16,8,-98,-66,0,1.8
CCOc1cc(N2CCOCC2)c(OCC)cc1NC(=O)CN1C(=O)NC2(CCCCC2)C1=O,8,-6,-35,-4,3,-7,-5,-1,-2.9
OCC1=C[C@@H](O)C2C=CO[C@@H](O[C@@H]3O[C@H](CO)[C@@H](O)[C@H](O)[C@H]3O)C12 (stereo partly specified),-8,4,-12,2,-6,7,7,0,1.3
Cc1ccc2nc(NC(=O)CSc3nncc(=O)n3N)sc2c1,-6,-33,1,6,11,-57,-80,-2,2.1
Cc1cccc(C)c1NC(=O)CSc1nnc(NC(=O)c2ccccc2C(=O)O)s1,2,5,-25,-3,7,-3,25,-1,-0.4
CCOc1ccc(C)cc1S(=O)(=O)n1cnc2ccccc21,-13,54*,52*,5,-6,1,-53,-3,-0.9
O=C(Oc1ccccc1[N+](=O)[O-])c1cccnc1,-8,5,4,7,16,5,0,-2,0.4
CC(NS(=O)(=O)c1ccc(Br)cc1)C(c1cccs1)N1CCN(C)CC1 (stereo unspecified),-10,-6,-11,1,5,7,-18,-1,-0.5
COc1ccc(NC(=O)NCCc2ccc(Cl)cc2)cc1OC,-6,-15,17,-11,-4,4,7,0,1.7
CC1(C)Oc2ccc(C(=O)N3CCCC3)cc2N(CC(=O)NCc2ccccc2)C1=O,-5,-6,21,-3,0,-2,2,-2,-1.7
CC(=O)C1C(c2ccc([N+](=O)[O-])cc2)c2c(noc2C)CC1(C)O (stereo unspecified),10,-22,0,1,7,5,-5,0,-0.3
COC(=O)c1[nH]c2c(c1C)C(=O)CC(c1cccc(OC)c1)C2 (stereo unspecified),-5,62*,54*,-5,9,35,-54,4,2.4
O=C1CCC(C(=O)OCc2ccccc2)N1 (stereo unspecified),-3,-5,-3,-1,-7,0,17,-1,-1.4
Cc1ccc(C(=O)Nc2ccc(S(=O)(=O)NC3=NCCCCC3)cc2)c(C)c1,-9,4,23,1,2,-6,-14,0,1.3
CNC(=O)c1c(NC(=O)CS(=O)(=O)c2ccc(Cl)cc2)sc(C)c1C,-6,0,6,0,-10,19,-19,-6,-0.1
Cn1c(SCC(=O)N2CCCC2=O)nc2ccccc2c1=O,2,-10,14,-3,5,3,-21,-4,2.3
CCOc1cc(S(=O)(=O)NCc2ccccn2)ccc1Cl,-1,6,21,-5,10,-2,4,-4,-2.4
C=CCOC(=O)C1=C(C)NC(SC)=C(C#N)C1c1ccc(OCC)cc1 (stereo unspecified),9&1,0,30,9&6,32&12,-4&-9,-2,-1,-2.9
CCCNCc1cc(OC)c(OCC(=O)NCCc2ccccc2)cc1Br,-5,-16,32,-4,7,5,-28,5,-0.1
O=C(NCc1ccc2c(c1)OCO2)c1ccccc1,-20,-7,-4,5,5,-7,11,1,2.2
COc1ccc(-n2ncc(C(C)NS(=O)(=O)c3cccs3)c2C)cc1 (stereo unspecified),15,-10,12,-4,10,-8,-9,-4,3.7
COc1ccc(C(=O)NC(=S)NCc2cccnc2)cc1[N+](=O)[O-],-6,-7,24,9,-11,-5,3,-1,-1.9
CCCCNC(=O)C1CC(=O)N(c2ccc(OC)cc2)C1c1ccc(OC)cc1 (stereo unspecified),0,23,-4,8,13,2,3,-1,-0.2
O=C(COC(=O)C1(c2ccccc2F)CCCC1)N1CCN(C(=O)c2ccco2)CC1,-5,4,-5,0,-3,5,-13,0,-1.5
O=C(COc1ccccc1)Nc1ccc(-c2ccc(N3CCOCC3)nn2)cc1,21,-10,-27,0,-5,-42,-61,-5,-0.4
Cc1ccc(S(=O)(=O)N(CCC(=O)Nc2ccc(OC(F)(F)F)cc2)c2ccccc2)cc1,-21,3,32,2,13,-20,7,-2,2.2
OCCN1CCN(C(=S)c2ccc(Br)cc2)CC1,2,3,22,2,-4,19,19,-2,0.7
Cc1cccc(NC(=O)C2(C)CC3c4ccccc4C2c2ccccc23)c1C (stereo unspecified),11,7,26,11,23,11,-6,-2,3.1
Cc1cc(C(=O)C(C)Sc2cccc[n+]2[O-])c(C)n1-c1ccc(Cl)cc1 (stereo unspecified),-11,-13,-36,-12,4,-27,-56,4,2.9
O=C(CSc1nnc(-c2c[nH]c3ccccc23)o1)N1c2ccccc2CCc2ccccc21,18,25,46,3,3,16,-23,-1,1.1
Cn1c(NC(=O)C2CC2)cc(=O)n(C)c1=O,-3,17,-16,-3,-17,-6,12,-5,0.0
O=[N+]([O-])c1cc(Cl)ccc1NCCNS(=O)(=O)c1ccccc1,0,-3,11,12,37,-7,-1,0,0.9
CCCn1c(N)c(N(CCOC)C(=O)c2cc(-c3ccco3)nc3ccccc23)c(=O)[nH]c1=O,-2,4,16,2,-3,1,0,-2,2.3
CCN(CC)CCCNC(=O)c1cc(-c2ccc(O)cc2)on1,3,-3,-28,-2,9,-2,-7,0,-0.9
CCOCCCNC(=S)Nc1cc(OCC)c(NC(=O)c2ccco2)cc1OCC,7,-6,14,8,7,17,5,-8,-1.4
O=C(CC1Sc2ccccc2NC1=O)NCc1ccc(Cl)cc1 (stereo unspecified),8,7,5,-1,0,2,22,1,0.6
OCCN(CC#CC(O)(c1ccccc1)C1CCCCC1)CCO (stereo unspecified),-9,-4,17,4,4,-3,-7,-3,2.6
Cc1nnc(SCC(=O)NC23CC4CC(CC(C4)C2)C3)n(N)c1=O,7,2,-2,3,0,7,10,-3,-0.6
# Additional structures follow.
SMILES,EBI2 antag,Jurkat NFkB inh,Mdm2 MdmX PPI,CXCR6 inh,CCR6 antagonist,Gli-Sufu antag,697 NFkB inh,XBP1 UPR activ,CHOP UPR activ
O=C(COC(=O)CNS(=O)(=O)/C=C/c1ccccc1)NC1CCS(=O)(=O)C1 (stereo unspecified),-12,-23,-9,9,-2,0,-16,1,-0.5
O=C(Oc1cccc(C(=S)N2CCOCC2)c1)c1cccc(Cl)c1,3,6,-12,-13,22,-3,-3,-2,-0.9
O=C(c1nc2ccc(Cl)cn2c1CN1CCC[C@H]1CO)N1CCCCCCC1,-37,-2,19,-3,7,7,3,-3,1.8
Cc1cc(C)nc(NS(=O)(=O)c2ccc(N3C(=O)C4CCCCC4C3=O)cc2)n1 (stereo unspecified),-12,-7,-8,-5,-1,24,3,-1,-1.1
CCOC(=O)N1CCC(NC(=O)c2cc(C(=O)NCc3ccc(F)cc3)ccc2CO)CC1,2,16,-3,-15,1,-8,5,-2,1.0
C=CCNc1nc(N)c(C(=C(C#N)C#N)c2ccc(Br)cc2)s1,5,-4,51*,-2,4,-2,-9,-2,-0.1
Cc1cc(C)cc(NC(=O)CSc2nc3ccncc3[nH]2)c1,-3,10,-8,6,17,-1,11,-2,1.9
CC(C)CC(NC(=O)c1ccccc1)C(=O)N/N=C/c1ccco1 (stereo unspecified),-4,12,3,6,-6,-2,7,-1,0.0
Cc1ccc(Cl)cc1N1CCN(C(=O)CCC(=O)O)CC1,4,7,21,4,-7,3,-6,-1,-0.4
O=C(c1cc2cc([N+](=O)[O-])ccc2s1)N1CCOCC1,-11,10,6,6,-6,-2,4,-1,-1.1
CCc1nnc(NC(=O)c2ccc(-c3ccc([N+](=O)[O-])cc3Cl)o2)s1,-7,-20,5,0,-1,2,-2,6,-0.2
CCCC(=O)Nc1nc2nc(C)cc(=O)n2[nH]1,-7,5,-3,1,-8,-8,11,-2,-2.3
COC(=O)Cc1ccc(OC(=O)C2CCN(S(=O)(=O)c3ccc(OC)c(OC)c3)CC2)cc1,-8,-5,-11,-6,-1,7,15,1,2.3
CCc1ccc(/C=N/NC(=O)c2ccccn2)cc1,1,-101,-48,-2,11,-24,-110,-8,-6.7
O=C(Nc1cccc(F)c1)C1CCCN(S(=O)(=O)c2ccc(-n3cnnn3)cc2)C1 (stereo unspecified),2,7,21,-5,30,1,16,-4,-2.4
Cc1cc(C)nc(Oc2ccc(Br)cc2Br)n1,1,-17,15,5,-14,1,-17,0,2.7
Nc1ccc(C(=O)N/N=C\c2ccc(OC(=O)c3ccccc3Cl)cc2)cc1,-46,-4,25,4,2,-4,4,1,2.1
O=C(NCc1ccccc1Cl)C1=CC=CN2CCS(=O)(=O)N=C12,-9,-7,11,3,2,3,27,-3,-0.9
c1nc2sc3c(c2c2nnnn12)CCC3,9,-12,19,-6,-2,-4,11,3,-0.6
Cc1ccc(NC(=O)c2cc(=O)n(Cc3ccccc3)c(=O)[nH]2)cc1C,-7,2,-15,-5,-5,4,9,1,0.0
COc1ccc(OC)c(NC(=O)C2CCN(S(=O)(=O)c3cccs3)CC2)c1,6,-5,-18,-6,-4,4,18,-3,-0.8
CCN(Cc1cccs1)C(=O)CN1C(=O)NC2(CCCc3ccccc32)C1=O (stereo unspecified),5,-3,-2,-1,-5,-4,32,-3,1.9
CCOC(=O)c1cnc(SC2CC(=O)N(c3cccc(OC)c3)C2=O)nc1N (stereo unspecified),-6,-17,1,2,9,-2,24,-3,-0.6

# Screening results deposited in PubChem BioAssay by Sanford-Burnham Center for Chemical Genomics.
